# Screening data deposited in PubChem BioAssay by several laboratories.
# PMI act hi M6P: human PMI activators, high substrate, primary screen, biochemical, fluorescence intensity, near-saturating mannose 6-phosphate; AID 1216, 2008; hit rate 0.34% among 190,000; activation factor at 20 µM; coupled PMI enzyme assay, resazurin fluorescence, 20 min; stronger effect = higher value; 1 = untreated enzyme, 0 = substrate-free blank; Mannose-6-phosphate isomerase (Homo sapiens), P34949;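 active means activation factor of 2 or more at 20 µM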
# Target sequence (P34949 whole entry, looked up): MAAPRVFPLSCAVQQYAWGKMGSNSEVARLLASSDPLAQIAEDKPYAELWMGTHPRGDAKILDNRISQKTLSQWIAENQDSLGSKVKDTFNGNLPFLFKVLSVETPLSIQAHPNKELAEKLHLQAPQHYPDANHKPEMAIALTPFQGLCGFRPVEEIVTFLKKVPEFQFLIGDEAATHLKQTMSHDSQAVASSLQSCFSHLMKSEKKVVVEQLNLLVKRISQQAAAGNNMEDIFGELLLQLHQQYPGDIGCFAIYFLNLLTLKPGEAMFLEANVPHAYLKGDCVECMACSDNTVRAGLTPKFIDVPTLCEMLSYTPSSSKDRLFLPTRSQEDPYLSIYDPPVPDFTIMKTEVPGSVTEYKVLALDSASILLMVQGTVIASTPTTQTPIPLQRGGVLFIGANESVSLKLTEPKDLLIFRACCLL
#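 Material: human phosphomannose isomerase with PGI, G6PDH, diaphorase coupling enzymes / Reagent: Man-6-P substrate 1.0 mM / Dosing: single compound dose of 20 µM, 1% DMSO final / Incubation: enzyme reaction with compound 20 min at room temperature / Signal: resorufin fluorescence (Ex 544/Em 590 nm) from resazurin via diaphorase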
# G6PDH CS: L. mesenteroides G6PDH inhibitors, counter-screen for G6PDH-coupled screening assays, biochemical, Leuconostoc mesenteroides enzyme; glucose-6-phosphate dehydrogenase [Leuconostoc mesenteroides]; Purified L. mesenteroides G6PDH, diaphorase/resazurin coupled fluorescence, 45 min; inhibition, % at 5 µM; hit rate 0.12% among 200,000
# Diaphorase inh: diaphorase inhibitors and chemical oxidizers, primary screen, counter-screen for diaphorase-coupled primary assays, biochemical, uHTS, resorufin fluorescence | hit rate 0.69% among 190,000 | diaphorase resazurin-to-resorufin fluorescence, NADH, 16 min; bacterial (C. kluyveri) enzyme, not human | inhibition, % at 20 µM | AID 1217, 2008;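 active means primary screen inhibition at 20 µM above a set limit, cut at about 50% in these data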;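 further: plate controls were DMSO with full reaction for no effect and wells lacking NADH for full effect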
#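 System: Diaphorase enzyme from Clostridium kluyveri | Amount: Enzyme working solution with 0.14 U/mL diaphorase | Benchmarks: No-NADH positive control and DMSO neutral control | Signal: Fluorescence of resorufin formed from resazurin, Ex 544/Em 590 nm | Schedule: 16-min room-temperature incubation before reading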
# Redox H2O2 prof: compounds producing H2O2 with reducing agent – biochemical, NIH compound library profiling, artefact control for MLSCN library redox annotation, primary screen | DTT-dependent redox cycling H2O2, phenol red/HRP absorbance; 100% = 100 µM peroxide control, 0% = buffer | activation, % at 10 µM | hit rate 0.03% among 200,000 | AID 878, 2007;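 active means activation of at least 50% relative to the plate's high and low controls in the primary single-dose screen; inactive means activation below 50%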;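 further: compound incubated with DTT at 0.8 mM final as the reducing agent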
# Hsp70 act: Hsp70 transcriptional activators, primary screen, cell-based, HeLa, Hsp70 promoter luciferase, luminescence, 10 µM; activation, % at 10 µM; HeLa Hsp70 promoter luciferase reporter; scaled: vehicle 0, proteasome-inhibitor control 100%; AID 1203, 2008; hit rate 0.04% among 200,000;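 active means activation above the mean across all tested compounds plus 3 SD, cutoff set per campaign, cut at about 5.5% in these data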;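 further: 100% = MG132 at 30 µM as the positive control and 0% = DMSO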
# Diaph act CS: compounds boosting diaphorase resazurin reduction – biochemical, uHTS, resorufin fluorescence, counter-screen for diaphorase-coupled primary assays, primary screen; hit rate 0.005% among 190,000; AID 1229, 2008; Diaphorase/resazurin coupled assay, 16 min; stronger effect = higher value; 1 = vehicle wells, 0 = NADH-free wells; activation factor at 20 µM;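 active means diaphorase activity raised at least twofold by the compound at 20 µM; inactive means activation factor below 2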
#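 System – purified diaphorase enzyme from Clostridium kluyveri · Input – enzyme 0.07 U/mL final · Also added – final NADH 0.114 mM, resazurin 0.1 mM · Measured by – fluorescence of resorufin, 544 nm excitation, 590 nm emission · Timing – 16 min enzyme reaction, ambient temperature · Measure – resorufin increase flagging diaphorase activators or reducers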
# PMI act: activators of human PMI, primary screen, biochemical, fluorescence intensity, near-Km mannose 6-phosphate | purified human PMI, coupled resazurin fluorescence, 20 min; stronger effect = higher value; 1 = vehicle control, 0 substrate-free wells | activation factor at 20 µM | AID 1214, 2008 | hit rate 0.005% among 190,000;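 active means activation factor of 2 or more at 20 µM, relative to plate controls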
# S1P3 antagonist: S1P3 receptor antagonists, primary screen, cell-based; CHO S1P3 NFAT-BLA reporter, FRET fluorescence, antagonist mode; inhibition, % at 4.98 µM; hit rate 0.27% among 170,000; AID 485, 2006;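 active means inhibition above the plate cutoff, the mean inhibition of test wells on that plate plus 3 SD, cut at about 28% in these data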;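 further: cells challenged with S1P at its EC80 of 0.8 µM; blue over green emission ratio from cleaved BLA substrate after 4 h stimulation; 0% = S1P-stimulated wells and 100% = unstimulated DMSO-only wells; some compounds past the cut are filed as inactive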
# Target sequence (Q99500 whole entry, looked up): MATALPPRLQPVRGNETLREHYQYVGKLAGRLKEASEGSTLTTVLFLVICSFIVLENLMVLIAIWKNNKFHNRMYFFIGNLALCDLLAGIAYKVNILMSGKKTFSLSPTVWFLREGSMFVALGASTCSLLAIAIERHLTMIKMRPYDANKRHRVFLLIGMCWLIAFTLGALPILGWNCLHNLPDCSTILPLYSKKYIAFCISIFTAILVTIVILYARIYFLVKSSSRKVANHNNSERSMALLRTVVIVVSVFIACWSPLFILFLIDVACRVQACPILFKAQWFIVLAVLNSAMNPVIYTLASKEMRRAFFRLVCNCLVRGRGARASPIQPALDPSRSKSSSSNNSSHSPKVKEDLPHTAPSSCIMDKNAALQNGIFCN
# RAM network inh: inhibitors of the yeast RAM network, primary screen, dse1pr::URA3 reporter, 5-FOA selection. inhibition, % at 50 µM. AID 868, 2007. hit rate 1.8% among 190,000. S. cerevisiae dse1pr::URA3 reporter, 5-FOA growth OD615, 2 d; analog-sensitive cbk1-as2 kinase mutant strain;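 active means inhibition above a set limit, 3 SD over mean compound inhibition, cut at about 8.4% in these data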;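 further: 0% = DMSO-only wells with no growth and 100% = 10 µM 1-NA-PP1 full growth; inhibition rescues growth on 5-FOA so higher OD means more RAM inhibition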
# TLR4 MyD88 comp: inhibitors of TLR4-MyD88 association in cells, primary screen, cell-based, HeLa CL3-4, BLA complementation, FRET ratio; hit rate 0.18% among 200,000; HeLa CL3-4 TLR4/MyD88 BLA complementation; AID 861, 2007; inhibition, % at 8.4 µM; in the data active means inhibition above about 25%;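 further: 0% = vehicle and 100% = reference inhibitor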
# Lmaj promast: Leishmania major promastigote growth inhibition, primary screen; Leishmania major promastigotes, resazurin fluorescence viability; inhibition, % at 10 µM; hit rate 9% among 200,000;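 further: promastigotes grown with compound for 44 hours at 28 °C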
# An asterisk follows results filed as active; / = no result given. Unless noted, no stated cut-off is given here; in the data, active means inhibition above about 50%; inactive means the rest.
Molecule,Diaph act CS,G6PDH CS,RAM network inh,Hsp70 act,Lmaj promast,PMI act hi M6P,TLR4 MyD88 comp,PMI act,Diaphorase inh,Redox H2O2 prof,S1P3 antagonist
COc1ccc(CCn2c(C)cc3c(c2=O)C(c2ccc4c(c2)OCO4)C(C#N)=C(N)O3)cc1OC (stereo unspecified),0.8,11,4.7,-0.2,31,0.9,2,0.9,18,-0.8,/
CCCN(CC(=O)Nc1ccc(C(C)=O)cc1)CC(=O)Nc1ccccc1C,0.6,11,0.0,-0.1,12,0.5,-9,1,43,-1.0,4
C/C(CC(=O)N(C(C)C)C(C)C)=N\NC(=O)COc1ccc(Cl)cc1Cl,0.9,3,2.4,-0.3,5,1,-3,1,11,-0.7,-6
Cc1ccccc1Cn1c(=O)c2c(nc3n2CCCN3Cc2ccccc2)n(C)c1=O,/,/,/,-0.2,23,/,-4,/,/,2.2,11
Cc1ccc(C2C(C#N)=C(N)SC(N)=C2C#N)o1,0.3,21,1.3,-0.4,-10,1.1,1,1.1,66*,2.7,0
CCOC(=O)c1nnc(-c2cccs2)nc1Oc1ccccc1C(=O)OC,0.8,1,0.4,-0.7,4,0.9,9,0.9,18,0.1,/
O=C(NNC(=S)NC(=O)c1cccs1)c1cccnc1,0.4,-2,0.4,1.3,-3,1,8,1,57*,0.3,-10
Cc1ccccc1CSc1nc2ccccc2c(=O)[nH]1,1,5,2.9,-0.2,4,1.1,-2,1.1,1,0.1,12
Cc1ccc(NC(=O)C2Cc3ccccc3CN2C(=O)c2ccccc2)cc1Cl (stereo unspecified),0.8,2,3.8,-0.4,7,0.9,11,0.8,15,0.1,-8
Cc1ccc2cc(CN(CC3CCCO3)C(=S)Nc3ccccc3)c(=O)[nH]c2c1 (stereo unspecified),0.8,20,4.1,0.0,13,0.9,-13,1,24,-0.1,9
CC(C)OC(=O)CSc1nc2ncccc2[nH]1,0.9,-1,0.4,-0.4,-3,1,-6,1,7,0.2,-12
CC(=O)c1ccc(OC(C)C)c(Cc2c(O)nc(N)[nH]c2=O)c1,1,18,0.2,-0.5,5,1,1,1,5,-0.1,-5
COc1cc(CNCc2ccc(OC)c(OC)c2OC)cc(OC)c1,1,0,0.6,0.5,0,1,10,0.9,0,-0.7,-21
Cc1[nH]n(-c2ccccc2)c(=O)c1-c1ccc(Cl)cc1,1,0,-1.0,0.8,-15,1.2,10,1.2,-1,-0.4,/
CCCc1cc(C(=O)Nc2ccccc2C(=O)OC)no1,0.9,-30,2.4,-0.1,-10,0.9,-5,0.9,14,-0.3,5
Cc1ccc(-c2nc(C(=O)O)cs2)cc1,1.1,8,-0.9,0.2,-5,1.2,-15,1.2,-5,-0.2,5
Cc1ccc(Nc2nnc(SCC(=O)Nc3ccccc3[N+](=O)[O-])s2)cc1,0.8,-10,6.4,0.3,-4,0.9,-11,0.8,16,0.1,-22
CCOC(=O)c1c(NC(=O)/C=C/C(=O)O)sc(C)c1-c1ccc(C(C)(C)C)cc1,0.7,12,3.3,0.1,100*,0.9,5,0.9,29,6.7,-1
CCOC(=O)c1c(NC(=O)c2ccco2)sc(C(=O)N2CCCC2)c1C,0.8,10,2.3,-0.2,13,0.9,2,0.8,22,0.1,/
C/C(=N\Nc1ccc([N+](=O)[O-])cc1)c1ccc(O)cc1,0.8,-1,-1.6,-0.1,22,0.9,38*,0.9,20,-2.0,34*
CCOC(=O)c1sc(=S)n(-c2ccccc2Cl)c1SC,1.1,9,8.8*,-0.3,5,1,9,1,-6,3.7,/
CCC(NC(=O)NCc1ccccc1)(C(F)(F)F)C(F)(F)F,0.8,7,-0.5,-0.1,0,0.9,-7,0.9,18,0.2,-1
COCCn1c(=NC(=O)CSC(C)=O)sc2cc(F)ccc21,0.9,-7,0.9,-0.2,-1,0.9,-2,1,10,0.2,/
Cc1sc(NC(=O)CSc2nnc(-c3ccccc3)o2)c(C#N)c1C,1,0,1.6,-0.1,-1,1,1,1,5,3.0,-7
CCOC(=O)c1cnc2ccc(C(=O)OC)cc2c1Nc1ccc(C(=O)O)cc1,0.8,7,3.9,-0.1,11,0.9,-4,1,16,0.1,5
Cn1c(COc2cccc3cccnc23)nnc1SCC(=O)O,1.1,6,1.4,0.3,-3,1.1,-3,1.1,-7,-2.2,-15
CCN(CC)c1ccc(-n2c(C)cc(C=O)c2C)cc1,0.9,7,0.9,0.2,3,1,9,0.9,12,0.0,/
COc1ccc(OC)c(-n2cc3c(=O)n(C)c(=O)n(C)c3c2)c1,0.6,12,3.0,0.3,10,0.5,4,0.9,35,-1.1,24
COc1ccccc1NC(=O)CC(NCCN(C)C)C(=O)O (stereo unspecified),1,-2,0.5,-0.3,-2,1.2,-7,1.1,1,-0.1,/
COc1ccc(OC)c(CN2CCCC(CCC(=O)N(C)CCc3ccccn3)C2)c1 (stereo unspecified),1,14,0.8,-0.3,2,0.9,-8,1,-3,-0.8,-7

# Complete entries from above. Order of screens: Diaph act CS, G6PDH CS, RAM network inh, Hsp70 act, Lmaj promast, PMI act hi M6P, TLR4 MyD88 comp, PMI act, Diaphorase inh, Redox H2O2 prof, S1P3 antagonist
# COc1ccccc1NC(=O)CC(NCCN(C)C)C(=O)O (stereo unspecified) across the screens: 1, -2, 0.5, -0.3, -2, 1.2, -7, 1.1, 1, -0.1, /
# CCOC(=O)c1cnc2ccc(C(=O)OC)cc2c1Nc1ccc(C(=O)O)cc1 across the screens: 0.8, 7, 3.9, -0.1, 11, 0.9, -4, 1, 16, 0.1, 5

# Next compounds.
Molecule,Diaph act CS,G6PDH CS,RAM network inh,Hsp70 act,Lmaj promast,PMI act hi M6P,TLR4 MyD88 comp,PMI act,Diaphorase inh,Redox H2O2 prof,S1P3 antagonist
COCCn1c(=O)[nH]c2cc(C(=O)NCCc3ccc(OC)c(OC)c3)ccc2c1=O,0.9,2,3.9,-0.5,0,0.9,-12,1,5,-1.9,/
COc1ccc2oc(C)c(C(=O)Cn3ccnc3)c2c1,0.9,-14,1.7,0.0,0,0.9,-9,0.9,7,0.3,-18
Cc1ccc(C)c(NC(=S)N(CCc2nc3cc(C)c(C)cc3[nH]2)Cc2cccnc2)c1,1.1,5,0.0,-0.1,3,1.1,-10,1,-5,-1.5,/
O=C(Nc1ccccc1)Nc1ccc2ocnc2c1,0.9,2,-0.3,0.1,3,0.9,-3,0.9,8,0.1,-5
COc1ccc(N2CS(=O)CC2=O)cc1 (stereo unspecified),1.2,12,1.5,-0.2,-4,1.2,-6,1.2,-21,-0.2,-15
Cc1cc(NC(=O)CSc2ccccc2)no1,0.9,4,0.4,-0.4,1,1,-8,1,7,0.3,16
O=C(CC1Sc2ccccc2NC1=O)NCc1ccc(Cl)cc1 (stereo unspecified),1.1,5,4.1,-0.1,7,1.1,13,1.2,-8,-0.9,-6
CN1CCN(C(=S)NC(=O)c2ccco2)CC1,0.9,16,1.1,-0.2,-9,0.8,10,0.9,9,-1.1,2
CCOc1cc(/C=C2\SC(=N)N(c3nccs3)C2=O)ccc1OCCN1CCOCC1,1,-4,-0.7,-0.2,97*,1,-3,1,2,-0.6,5
COCCNC(=S)Nc1ccccn1,0.9,6,1.8,-0.1,-5,0.9,2,0.9,7,-0.7,13
Cc1cc(NS(=O)(=O)c2ccc(NC(=O)CSc3nc4sc(C(=O)O)c(C)c4c(=O)[nH]3)cc2)no1,0.9,4,4.2,-0.1,-5,1.2,3,1.3,11,-0.4,5
CS(=O)(=O)N1CCN(c2nnc(-c3ccccc3)c3ccccc23)CC1,0.8,3,7.6,-0.4,2,0.9,-1,0.9,20,-0.3,2
COc1ccccc1CC(=O)NCCc1ccc(S(N)(=O)=O)cc1,1,4,0.2,-0.5,-3,0.9,10,1,2,0.6,12
COc1ccc(OC)c(S(=O)(=O)Nc2cccc(F)c2)c1,1,4,-0.2,-0.2,97*,1,-9,1,-3,0.0,/
CCNC(=O)NC(=O)C(C)Sc1ccc2c(c1)OCCO2 (stereo unspecified),0.9,11,1.8,0.1,-6,1,5,1,14,0.0,/
CC(NC(=O)CCc1nnc(C2CCCCC2)o1)c1ccc(F)cc1 (stereo unspecified),0.9,3,-0.4,-0.2,-3,1,-10,1,12,-0.7,6
CCC(=O)Nc1ccc(NC(=O)c2cc3ccccc3o2)cc1,1,4,0.0,0.0,-1,1,2,1,4,0.1,-29
CCCS(=O)(=O)N1CCC(C(=O)NCCCN2CCC(Cc3ccccc3)CC2)CC1,0.9,1,0.4,0.7,-7,0.9,0,0.9,10,0.1,/
O=C(O)CCN1C(=O)c2ccc(NC(=O)CSCc3ccccc3)cc2C1=O,0.9,-2,1.8,-0.5,47,1.1,6,1.1,12,-0.1,-8
O=C(CC(=O)Nc1ccccn1)Nc1ccccn1,0.9,6,0.8,0.1,-3,0.9,-5,1,12,-0.3,-15
COc1cc2oc3ccccc3c2cc1N(CC(=O)N1CCCCC1)S(=O)(=O)c1ccc(C)cc1,0.8,0,3.9,-0.1,17,0.9,9,0.8,23,-1.2,/
CCN1CCC2(CCN(Cc3cn[nH]c3-c3ccc(OC)c(F)c3)C2)C1 (stereo unspecified),1,7,0.9,0.0,2,1,-1,0.9,0,-1.5,-6
CCOc1ccc2[nH]c(=O)c(C(c3nnnn3CCOC)N3CCOCC3)cc2c1 (stereo unspecified),0.9,4,-0.8,-0.1,-4,1,6,1,6,-0.2,-6
CC(=O)COC(=O)CNC(=O)c1ccc(Br)cc1,0.8,4,3.1,-0.3,-6,1,-1,1,18,0.0,/
